Assay outcomes from PubChem.
MRP1 act – activates MRP-1; 140,000 compounds, 0.61% hits; AID 799; H69AR cells + doxorubicin, viability rescue, CellTiter-Glo; viability increase, % at 10 µM;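 active = viability gain under doxorubicin at or above a set limit, the compound median plus 3 SD, cut at about 4.7% in these data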;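 note: MRP-1 overexpressing cells given doxorubicin 25 µM after compound pretreatment; 18-22 h compound pretreatment then 72 h with doxorubicin before readout; 0% = doxorubicin-only wells and 100% = vehicle-treated cells without doxorubicin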
E-sel TNF inh – blocks E-selectin expression induced by TNF alpha; 120,000 compounds, 0.71% hits; HUVEC TNFa-induced E-selectin immunofluorescence, high content; inhibition, % at 2 µM;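 active = inhibition above the batch mean plus 3 SD, and confirmed as a hit on visual image review, cut at about 43% in these data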;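 note: 0% = TNF-stimulated DMSO wells and 100% = unstimulated control wells; not every result past the cut was called active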
bCat KO growth – beta-catenin-lacking colon tumor cell growth suppression; HCT116 beta-catenin knockout viability, CellTiter-Glo, 60 h; stronger effect = lower value; viability, % at 10 µM; 140,000 compounds, 1.5% hits; AID 818;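 active = viability at or under a set limit, the compound median less 4 SD, cut at about 6% in these data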;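 note: 0% = Hyamine 1622 control at 20 µM and 100% = untreated cell control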
HCT116 PTEN-null – growth suppressors of cells with PTEN tumor suppressor deletion; HCT116 PTEN-null viability, CellTiter-Glo, 60 h; stronger effect = lower value; viability, % at 10 µM; 140,000 compounds, 1.2% hits; AID 827;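 active = viability at or below a set limit, 4 SD under the median of all tested compounds, cut at about 3.7% in these data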;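 note: PTEN knockout HCT116 line with beta catenin targeted HCT116 as companion control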
BB579 growth dn – yeast BB579 growth reduction in restrictive medium; S. cerevisiae BB579 growth, OD615, 48 h; inhibition, % at 10 µM; 140,000 compounds, 0.51% hits;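 active = inhibition above a set limit, 3 SD over the mean compound inhibition, cut at about 44% in these data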; note: inactives centre near -24
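Material: Saccharomyces cerevisiae DeaD strain BB579, replicative lifespan model yeast; buffer or medium: CSMM-D restrictive synthetic medium containing dextrose (glucose); compound: 10 µM single dose, DMSO 0.25%; timing: 48 h compound exposure at 30 °C after 4 h preincubation; signal: turbidity as optical density at 615 nm; benchmarks: positive control amphotericin B 10 µg/mL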
NPY-Y2 antag – antagonists of human neuropeptide Y receptor Y2; 140,000 compounds, 0.99% hits; NPY-Y2 expressing cells, antagonist mode; inhibition, % at 2.7 µM; AID 793; P49146; in the data active = inhibition above about 17%;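 note: 0% = vehicle with agonist challenge and 100% = reference antagonist with challenge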
Target sequence (P49146 whole entry, looked up): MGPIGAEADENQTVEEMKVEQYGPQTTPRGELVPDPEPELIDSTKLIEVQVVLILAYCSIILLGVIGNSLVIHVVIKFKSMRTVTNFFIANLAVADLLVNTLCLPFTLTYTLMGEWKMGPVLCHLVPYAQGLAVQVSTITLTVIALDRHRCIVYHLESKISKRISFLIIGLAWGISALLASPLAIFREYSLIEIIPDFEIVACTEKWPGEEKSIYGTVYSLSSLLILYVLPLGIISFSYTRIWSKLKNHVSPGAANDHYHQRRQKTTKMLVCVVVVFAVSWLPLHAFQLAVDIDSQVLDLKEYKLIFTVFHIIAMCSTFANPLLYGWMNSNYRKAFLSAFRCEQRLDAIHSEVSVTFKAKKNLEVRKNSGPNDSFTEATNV
Measles CPE – protection of cells from measles virus; Measles virus-infected cells, CPE protection, absorbance; protection (pct of control), % at 4 µM; 140,000 compounds, 1.5% hits; AID 841; in the data active = protection mostly above about 24%, no sharp cut-off; inactive = mostly below about 26%; note: some compounds called inactive have numbers as strong as hits
GALR2 antag – GALR2 (human) receptor antagonism | O43603 | GALR2-expressing cells, antagonist mode | inhibition, % at 4 µM | 140,000 compounds, 0.39% hits | AID 828; in the data active = inhibition above about 27%;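 note: cells stimulated with galanin 1-16 at roughly its EC80; 0% = agonist challenge control and 100% = basal control without agonist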
Target sequence (O43603 whole entry, looked up): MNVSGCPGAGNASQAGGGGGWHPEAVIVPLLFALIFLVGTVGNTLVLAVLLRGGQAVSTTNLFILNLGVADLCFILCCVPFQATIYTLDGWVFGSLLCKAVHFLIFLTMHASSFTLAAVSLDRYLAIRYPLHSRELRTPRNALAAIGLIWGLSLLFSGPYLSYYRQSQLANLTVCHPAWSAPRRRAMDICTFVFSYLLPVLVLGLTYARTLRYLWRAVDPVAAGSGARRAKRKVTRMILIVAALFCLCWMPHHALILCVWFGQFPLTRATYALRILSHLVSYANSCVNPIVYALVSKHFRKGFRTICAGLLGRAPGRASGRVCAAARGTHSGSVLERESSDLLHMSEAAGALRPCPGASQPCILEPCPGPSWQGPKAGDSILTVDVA
Phagocyt inh – blocks phagocytosis by macrophages; inhibition, % at 5 µM; J774A.1 macrophage IgG-bead phagocytosis, imaging; AID 1029; 110,000 compounds, 0.07% hits;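 active = inhibition above the mean of the plate negative controls plus 5 SD, cut at about 13% in these data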;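 note: phagocytic index as fraction of beads internalized from green versus red external bead signal; plate controls were DMSO negative control for no effect and cytochalasin-D positive control for full effect; some results beyond the cut were filed as inactive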
Yeast life ext – yeast lifespan extension; 130,000 compounds, 0.68% hits; S. cerevisiae growth with nicotinamide, OD615; deaD strain in restrictive glucose medium; inhibition of the nicotinamide effect, % at 10 µM;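 active = inhibition above a set limit, placed 3 SD over the median of all compounds, cut at about 26% in these data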;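 note: 0% = nicotinamide-treated wells and 100% = cells grown without nicotinamide; some compounds called inactive have numbers as strong as hits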
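Material: Modified budding yeast, DeaD strain | Medium: Restrictive glucose medium | Probe or stimulus: 1.5 mM nicotinamide | Dosing: Single dose 10 µM compound, 0.25% DMSO | Times: 48 h at 30 °C | Technique: OD615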
* = called active by the depositor; . = no result given.

SMILES	MRP1 act	E-sel TNF inh	bCat KO growth	HCT116 PTEN-null	BB579 growth dn	NPY-Y2 antag	Measles CPE	GALR2 antag	Phagocyt inh	Yeast life ext
COCCCNCCOCCOc1ccc(C)cc1[N+](=O)[O-]	-2.9	15	88	84	2	2	2	11	0	-2
COc1ccc(N2C(=O)CC2(/C=C/c2ccccc2OC)C(=O)NC2CCCC2)cc1 (stereo not given)	-4.3	-1	76	68	-39	5	11	-7	.	.
O=C(Nc1nc2ccc(S(=O)(=O)N3CCCC3)cc2s1)C1CCCO1 (stereo not given)	-2.9	-13	98	97	-17	1	13	6	-2	-19
Cc1ccccc1CSc1nnc(-c2cccnc2)n1N	-3.5	7	111	96	-28	-3	13	-10	-2	-12
Cc1cc(N2C(=O)C(O)=C(C(=O)c3ccco3)C2c2cccnc2)no1 (stereo not given)	-0.2	.	82	87	9	1	24	4	2	-10
CCCCCn1c(=O)[nH]c2cc(C(=O)NCCCN3CCCCC3)ccc2c1=O	-4.2	-21	66	64	-34	3	23	-18	.	-8
Cc1ccc(NC(=O)CN(C)S(=O)(=O)c2cccc3nsnc23)cc1C	-3.6	.	82	80	-35	-2	17	-6	0	-23
O=C(Nc1ccccc1)NC1CCN(Cc2nnnn2C2CCCCC2)CC1	-1.1	4	96	97	-19	-2	20	3	1	-5
O=C(NCCCN1CCOCC1)c1cc2ccccc2o1	-0.9	5	90	94	-34	-2	25	6	-2	-2
COc1cc(Cn2cnnn2)ccc1O	-0.5	-23	95	96	-22	0	17	8	.	-4
Cc1cc(C)n2nc3nc(N4CCCC4)nc(-c4ccccc4)c3c2n1	-1.5	-6	72	59	-7	3	13	-6	-1	-28
Cc1cc(=O)[nH]c(SCC(=O)Nc2ccc(Br)cc2)c1C#N	-2.8	-40	87	100	-33	3	2	0	.	-5
CC(C)N=Cc1c(O)[nH]c2ccccc12	-0.6	16	105	99	-4	1	9	-2	1	-14
COC(=O)c1[nH]c2ccc(C)cc2c1NC(=O)CN1CCCc2ccccc21	-1.5	-38	88	84	-61	4	5	6	1	-10
COc1ccc(-c2nc(CS(=O)CC(=O)NCc3ccco3)c(C)o2)cc1 (stereo not given)	-3.0	3	90	82	23	3	15	9	0	-5
O=C(O)CSc1cnc2ccccc2n1	-0.9	31	88	.	-6	4	19	-1	1	-6
COc1ccc(CCNC(=O)C(C(=O)c2ccccc2)n2cc(Cl)ccc2=O)cc1OC (stereo not given)	-0.4	21	90	95	-22	4	8	-1	-6	5
CC1CN(c2cc3nccnc3cc2F)CC(C)O1 (stereo not given)	-1.3	44	96	98	-20	2	8	-4	-5	-14
CCCCNC(=O)C(=O)N/N=C/c1cccc(Br)c1	-0.1	-36	96	95	-20	0	4	3	0	-3
Cc1ccc(C2CC(=O)c3cnc(N4CCc5ccccc5C4)nc3C2)cc1 (stereo not given)	-3.8	-17	91	82	-30	3	12	-5	.	-15
CC(C)C(NC(=O)c1ccc(C(C)(C)C)cc1)C(=O)NC1=NCCS1 (stereo not given)	-2.3	8	88	87	12	3	3	-8	.	-7
c1ccc(-c2nc(NCc3ccco3)c3oc4ccccc4c3n2)cc1	-1.4	-3	83	81	-51	2	0	9	.	-8
CCN1CCCC1CNC(=O)c1ccc(N2CCCC2=O)cc1 (stereo not given)	-1.1	-18	96	89	-27	1	6	-6	-3	-7
COC(=O)c1[nH]c2ccccc2c1NC(=O)CN1CCN(C/C=C/c2ccccc2)CC1	-2.7	-17	57	55	-11	5	6	-8	0	-5
COc1ccc(-n2nc3cc(C)c(NC(=O)C(C)C)cc3n2)cc1	-0.2	4	100	98	-49	0	4	9	0	-25
Next part.
SMILES	MRP1 act	E-sel TNF inh	bCat KO growth	HCT116 PTEN-null	BB579 growth dn	NPY-Y2 antag	Measles CPE	GALR2 antag	Phagocyt inh	Yeast life ext
CC1Cc2cc(C3(O)C(=O)c4ccccc4C3=O)ccc2N1 (stereo not given)	-2.6	.	90	94	-19	2	8	8	0	-9
COc1ccc(C(=O)Nc2nc(C)cc(C)n2)cc1[N+](=O)[O-]	-1.9	6	106	100	-17	-1	2	-10	-2	2
CCN(CC)S(=O)(=O)c1ccc2oc(C(=O)NCc3ccc(C)cc3)c(C)c2c1	-2.7	1	80	72	-20	6	18	4	-3	-5
O=C(NC1CCCCC1)C(c1ccc(O)cc1)N(CC1CCCO1)C(=O)C1COc2ccccc2O1 (stereo not given)	-0.6	11	46	53	-10	9	10	1	-2	-12
O=C(Cc1ccc(Br)cc1)c1ccc(O)cc1O	1.6	3	93	104	-5	2	30	11	-1	-12
COc1cc(NC(=O)CN2CCC(Cc3ccccc3)CC2)c(C)cc1[N+](=O)[O-]	-2.1	.	91	84	-10	5	70*	-6	-7	3
O=C(CCc1ccccc1)NC(NC(=S)Nc1cccc(Cl)c1)C(Cl)(Cl)Cl (stereo not given)	-1.5	22	100	96	-56	4	12	-6	.	.
COc1ccc(OC)c(S(=O)(=O)N2CCC(C(=O)NCc3ccccc3OC)CC2)c1	-2.7	-39	101	99	-28	-1	6	-2	0	-19
Cc1nc2ccc(Br)cn2c(=O)c1Cl	-2.1	27	98	99	-10	4	8	0	0	-8
COC(=O)c1ccccc1NC(=O)c1ccccc1OC	-1.0	.	79	84	0	7	8	0	0	-29
CCN1CCN(c2ncc3c(n2)CC(c2cc(OC)c(OC)c(OC)c2)CC3=O)CC1 (stereo not given)	-4.5	.	15	18	-51	2	8	10	1	10
CCn1nc(C(=O)Nc2ccc3nc(C)sc3c2)c2ccccc2c1=O	-0.5	19	91	75	-24	6	5	-2	-5	-4
CCOC(=O)Cn1c(C)c(C#N)c2ccccc21	-1.8	-43	93	100	-55	7	8	10	-2	-6
O=C(O)c1cccnc1NC1CCCC1	-1.0	-5	96	91	-28	9	0	2	1	-9
CCCn1c(CCC(=O)O)ccc1-c1ccc(F)cc1	-1.4	-10	89	90	-15	6	18	0	-1	26
O=C(Nc1ccc(Cl)cn1)Nc1ccccc1Cl	-3.1	.	80	73	-7	2	6	4	0	-8
Cc1c(-c2ccc(Cl)cc2)oc(=O)c2c(N)n(-c3ccccc3)nc12	-3.9	28	72	78	-20	-10	3	12	3	-6
O=C1NCCCC1C(=O)N1CCN(C(c2ccccc2)c2ccccc2)CC1 (stereo not given)	-0.7	-9	101	91	-21	1	6	7	2	.
c1ccc(CCNc2nc3ccccc3n3nnnc23)cc1	-0.1	-3	72	75	-95	5	10	16	-2	-5
O=C(Nc1ccncc1)c1cc2ccccc2o1	1.2	-17	86	89	-69	2	4	2	-2	-18
COc1ccc(NC(=O)c2cccc(S(=O)(=O)N(C)c3ccccc3)c2)cn1	-2.4	.	75	73	-6	0	8	2	-11	0
COc1ccc(C2C(C(C)=O)=C(O)C(=O)N2c2cccnc2)c(OC)c1 (stereo not given)	-0.6	0	94	103	-38	-2	3	8	.	11
CSc1nc2ccc(S(=O)(=O)N3CCc4ccccc43)cc2s1	-0.8	-5	94	81	-34	2	7	5	2	0
O=C(c1cc2nc(-c3cccs3)cc(C(F)(F)F)n2n1)N1CCCc2ccccc21	-0.9	-31	92	83	-22	2	15	-3	1	-7
Cc1ccc(S(=O)(=O)C2CCCCC2=O)cc1 (stereo not given)	-0.7	.	96	98	-18	-1	12	14	3	6
(continued)
SMILES	MRP1 act	E-sel TNF inh	bCat KO growth	HCT116 PTEN-null	BB579 growth dn	NPY-Y2 antag	Measles CPE	GALR2 antag	Phagocyt inh	Yeast life ext
O=C(c1ccccc1)N1CCC(c2nc(-c3ccc(S(=O)(=O)N4CCOCC4)cc3)no2)CC1	-0.2	-61	76	77	-65	-3	9	-4	-1	-11
COc1cccc(CNC(=O)C2(C)Oc3ccccc3NC2=O)c1 (stereo not given)	-1.0	12	102	99	-57	1	4	4	-2	-8
COc1cc(OC)cc(C(=O)NNC(=O)NC2CCCCC2)c1	1.1	.	101	98	-33	1	8	2	.	.
Cc1onc(-c2ccccc2Cl)c1C(=O)NC(=S)NCCc1ccccc1	-2.2	.	94	89	-20	-2	19	0	-6	7
Cn1nnc2cc(C(=O)N3CCCCCC3)ccc21	-1.8	5	90	102	-25	4	26	-4	.	-3
O=C(NCC1CCN(c2ccc(S(=O)(=O)N3CCOCC3)cc2)CC1)c1ccc(Cl)cc1	-2.6	1	62	57	-48	3	11	4	0	-6
O=C(NCc1ccco1)c1cc2ccccc2c(=O)o1	-4.3	.	92	85	14	1	12	-14	0	-5
COc1cccc(-c2cc(C(=O)NCCc3ccccc3)no2)c1	0.6	-12	97	90	-35	6	-1	5	-1	-7
CCCCNC1CCS(=O)(=O)C1 (stereo not given)	0.2	7	102	108	-31	-1	11	5	1	1
O=C(Nc1ccc2c(c1)OCO2)c1nn(-c2ccccc2)c(=O)c2ccccc12	-0.8	6	80	82	-61	17*	29	-13	1	-10
CCOC(=O)CC(=O)CSc1nc(C)nc2c1oc1ccccc12	0.9	-15	92	96	-27	4	9	-13	2	-25
CCOC(=O)c1ccn(-c2nc(-c3ccco3)cc(C(F)(F)F)n2)n1	-1.2	-16	100	90	-27	4	3	-7	0	-10
CNC(=O)c1cc2c(=O)n3cc(C)ccc3nc2n(C(C)C)c1=N	-3.2	-32	60	81	-18	1	16	0	0	6
C=CCOC(=O)C1=C(C)OC(N)=C(C#N)C1c1ccccc1F (stereo not given)	-1.1	.	93	97	-37	11	11	7	-1	0
COc1ccc(OC)c(NS(=O)(=O)c2ccc(NC(=O)c3ccc(NS(C)(=O)=O)cc3)cc2)c1	0.4	.	75	77	-12	1	17	-8	-5	11
CNC(=S)Nc1ccccc1-c1ccccc1	-2.0	.	94	98	-43	0	23	6	.	2
CC(=O)Nc1ccc(S(=O)(=O)N2CCSC2c2ccccc2Cl)cc1 (stereo not given)	0.1	.	88	89	-49	-2	4	-9	0	-12
O=C(NCc1ccc2[nH]c3c(c2c1)CCCC3)N1CCOCC1	0.3	11	98	105	-28	-2	1	-3	-3	-2
O=C(NCCCN1CCOCC1)c1cc(C(=O)C2CC2)c[nH]1	-0.1	15	88	91	-14	0	7	-6	.	11
Nc1ncnc(Sc2ccc(Cl)cc2)c1[N+](=O)[O-]	-3.0	.	36	31	-14	2	17	7	-3	-3
O=[N+]([O-])c1ccc(COc2ccc(-c3[nH]ncc3-c3ccc(Cl)cc3)c(O)c2)cc1	-2.4	.	17	17	-9	-6	14	-7	14	2
COc1cccc(/C=N/NC(=O)c2[nH]nc3c2CCc2ccccc2-3)c1O	-0.3	.	9	10	-20	6	4	19	-3	-1
CCOC(=O)CN1C(=O)C(CC)Oc2ccc(Cl)cc21 (stereo not given)	-1.4	28	90	85	-2	3	4	4	-1	-12
